All columns: NCI-60 one-dose screen, growth in % after 48 h at 10 µM unless noted; 100 = growth as untreated, 0 = no growth, -100 = all killed.
SN12C: SN12C renal cancer cells; 81,000 compounds, 3.8% hits
ACHN: ACHN renal cancer | 81,000 compounds, 4.9% hits
CAKI-1: CAKI-1 renal cancer; 75,000 compounds, 4.7% hits
UO-31: UO-31 renal cancer; 81,000 compounds, 5.2% hits
A498: A498 renal cancer cells; 76,000 compounds, 5.4% hits
TK-10: TK-10 renal cancer cells; 81,000 compounds, 3.9% hits; AID 1794769
786-0: 786-0 renal cancer cells | 81,000 compounds, 5.1% hits | AID 1794775
RXF 393: RXF 393 renal cancer cells. 77,000 compounds, 6.9% hits
Numbers without * were called inactive; nt = no result given; & = joins results of further samples. The calls were made as follows: active = growth percent below 10; inactive = the rest. This is a random part of the collection; overall some 10% were active at least once.

The first 2 entries, ahead of the listing:
smiles	SN12C	ACHN	CAKI-1	UO-31	A498	TK-10	786-0	RXF 393
Nc1n[nH]c(-c2ccccc2CO)c1-c1nc2ccccc2s1	100	100	82	63	117	112	102	118
CCOC(=O)c1sc2ccc(N)cc2c1NC(=O)c1ccccc1	99	86	99	62	103	172	101	100

The whole of this part (from the top)
smiles	SN12C	ACHN	CAKI-1	UO-31	A498	TK-10	786-0	RXF 393
Nc1n[nH]c(-c2ccccc2CO)c1-c1nc2ccccc2s1	100	100	82	63	117	112	102	118
CCOC(=O)c1sc2ccc(N)cc2c1NC(=O)c1ccccc1	99	86	99	62	103	172	101	100
NC(Cc1ccc(O)cc1)C(=O)N/N=C/c1ccccc1Cl (configuration not stated)	101	120	96	80	108	97	100	114
CC(=O)CSc1ncnc2nc[nH]c12	97	93	81	88	66	89	92	90
CC(=O)O[C@@H](C)[C@@H]1O[C@@H]2CC(=O)O[C@@H]2[C@H]1O	111	104	nt	95	101	88	96	120
CCc1sc(N)nc1-c1ccccc1	104	94	108	75	101	122	110	122
COc1ccc(-c2nnc(SCc3ccc(O)c4ncccc34)o2)cc1	47	24	32	8.4*	70	56	38	60
COc1cc(Br)c(C(=O)O)cc1OC	106	97	93	82	97	108	106	117
Cc1cccc(CC2(O)C(=O)Nc3ccccc32)n1 (configuration not stated)	101	105	103	104	102	104	102	123
Cc1cc(SCSc2cc(C)[o+]c(C)c2)cc(C)[o+]1	97	100	98	81	111	nt	95	102
CC(C)c1ccc2occ(C=C3C(=O)NC(=O)NC3=O)c(=O)c2c1	91	104	103	87	nt	85	92	87
O=S1(=O)CC(O)C(Cl)C1 (configuration not stated)	100	108	100	94	nt	108	91	nt
CCCOc1cc(C)c(C(=O)Oc2ccccc2C(=O)O)c(C)c1	93	102	109	78	123	98	nt	111
O=C(O)C(CBr)c1ccccc1 (configuration not stated)	103	109	112	68	111	109	91	102
COc1ccc(-n2nc(C(=O)NN)cc2-c2ccc(Cl)cc2)cc1	94	91	77	60	35	140	97	75
COc1cccc(Cn2cc(C(=O)Nc3cccnc3Nc3ccc(Cl)cc3)nn2)c1	93	94	95	65	96	110	90	98
COc1cc2nc(SCC(=O)Nc3cc(OC)c(OC)c(OC)c3)n(Cc3ccccc3)c(=O)c2cc1OC	69	66	85	49	-8.9*	-12*	-6.9*	37
CCc1ccc(-c2ccc(Nc3ccccc3)nn2)cc1S(N)(=O)=O	89	77	93	101	72	116	94	77
COc1cc(-c2ncn(/C=C\c3nnco3)n2)cc(C(F)(F)F)c1	34	28	26	18	-34*	34	5.1*	-26*
CC(=O)Nc1ccccc1C12NCCN(CCN1)C2=O	97	104	92	86	105	99	103	95
CCCCCCn1c(-c2ccc(C(=O)O/N=C(\N)c3ccc4ccccc4c3)cc2)nc(-c2ccccc2)c1-c1ccccc1	46	0.0*	34	-85*	51	47	4.5*	35
C[n+]1c(/C=N/NC(N)=S)ccc2ccccc21	99	103	91	79	96	111	102	104
CC[C@H](C)C(=O)O[C@H]1C[C@@H](C)C=C2C=C[C@H](C)[C@H](CC[C@@H]3C[C@@H](O)CC(=O)O3)[C@H]21	42	33	21	75	-28*	104	91	98
CCCNC(=O)Oc1ccc(/C(=C(/C)Cc2ccc(OC)cc2)c2ccc(OCCCN(C)C)cc2)cc1	84	99	101	61	98	88	92	75
Nc1ccccc1SC(CC(=O)c1ccccc1)c1cccc([N+](=O)[O-])c1 (configuration not stated)	89&88	91&90	95&71	62&72	104&91	113&131	92&113	95&104
COc1ccc2cc(C(C)C(=O)Nc3ccc(C(=O)Nc4ccc(S(=O)(=O)N=C(N)N)cc4)cc3)ccc2c1 (configuration not stated)	94	108	97	nt	100	117	106	147
CN1CCN(c2ccc(C(=O)/C=C/c3cccc(C(F)(F)F)c3)cc2)CC1	83	96	88	66	105	101	96	nt
CCCCCCCCCCCCC/C=C/CC(CC(=O)O)C(=O)Nc1ccc(-n2c(=O)cc(C)n2C)cc1 (configuration not stated)	98	97	92	80	118	112	106	117
Cc1cc(Nc2nc(N3CCN(C)CC3)nc3ccccc23)n[nH]1	68	41	13	55	17	55	60	nt
CCCCc1ccc2nc(NC(=O)OC)[nH]c2c1	35	39	20	36	-5.6*	58	17	21
CC(C)(C)CC(C)(C)Nc1c(-c2cccnc2)nc2cnccn12	97	93	87	80	90	103	96	nt
O=C(/C=C/c1ccccc1)COC(=O)c1ccccc1	115	104	100	83	119	100	102	134
COCCOC(=O)C1=C(C)NC(=O)NC1c1ccc2c(c1)OCO2 (configuration not stated)	102	107	90	87	87	100	102	95
CCN(Cc1ccccc1)c1ccccc1	100	96	95	75	75	105	96	102
COC1=Nc2ccccc2N2CCN=C12	108	101	99	107	113	113	105	110
Nc1cc(Nc2ccc(CCO)cc2)nc(N)n1	120	106	93	97	104	102	96	111
OCC1OCOC2C(CO)OCOC12 (configuration not stated)	100	105	97	83	102	105	108	101
O=C1Nc2ccc(Cl)cc2/C1=C/c1ccc[nH]1	88	60	46	48	134	61	108	74
N#Cc1cc(Cl)c2c(c1)CN(c1ncc(Cc3cccc(C(N)=O)c3)s1)CC2	92	nt	nt	49	62	58	66	64
COC1OC(CI)C(OC(C)=O)C(OC(C)=O)C1OC(C)=O (configuration not stated)	96	nt	nt	98	102	96	100	101
O=C(NCCCl)NCCN1c2nc3ccccc3cc2Sc2cc3ccccc3nc21	67	65	248	-6.0*	80	99	58	nt
CCC(Oc1ccc(C(C)(C)CC)cc1)C(=O)O (configuration not stated)	99	112	96	86	100	105	102	103
NS(=O)(=O)c1cc(Cl)cc(Cl)c1O	106	110	100	89	110	106	113	161
CC(=O)c1nc2ccccc2n1CCn1cncn1	87	92	92	66	132	125	113	127
C[C@H]1[C@H](C)CC[C@]2(COC(=O)c3cccnc3)CC[C@]3(C)C(=CC[C@@H]4[C@@]5(C)CCCNC(C)(C)[C@@H]5CC[C@]43C)[C@H]12	68	76	61	59	nt	80	71	82
O=C(NNc1nc2cc(F)ccc2n2c(CN3CC4(COC4)C3)ccc12)c1cnccn1	22	14	19	14	-6.2*	39	-6.8*	39
Cc1ccc2c3c(c(=O)[nH]c2c1)C(c1ccc(Cl)cc1)c1c(ncn2nc(-c4ccco4)nc12)O3 (configuration not stated)	101	99	100	84	107	111	nt	96
COc1cc(C2CC(c3ccc(Cl)cc3)=NN2C=O)ccc1OCCN(C)C (configuration not stated)	88	99	nt	69	84	nt	89	80
COc1cc(C(=O)/C=C/c2c[nH]c3ccccc23)cc(OC)c1OC	25	19	28	21	10	48	12	43
Cc1c(C(N)=O)sc2ncn(C)c(=O)c12	100	100	92	74	118	106	105	nt
C[C@]12CCC(=O)C=C1CC[C@@H]1[C@@H]2[C@@H](O)C[C@]2(C)/C(=C\CO)CC[C@@H]12	102	101	91	99	119	109	103	119
Oc1ccc(CCl)c2cccnc12	77	64	89	45	101	104	98	76
CCOC(=O)c1nnn(Cc2cc(=O)oc3ccc(OC)cc23)c1C	97	99	97	76	81	113	102	112
COc1ccc(-c2cc(-c3nnc(SCC(=O)N4CCN(c5cc6c(cc5F)c(=O)c(C(=O)O)cn6C5CC5)CC4)o3)c3ccccc3n2)cc1	102	106	95	96	93	96	93	117
CCOC(=O)/C(=C\c1ccccc1Cl)P(=O)(OCC)OCC	68	53	75	54	103	75	76	43
O=CNc1ccccc1Sc1ccc(C(=O)O)cc1[N+](=O)[O-]	96	100	90	83	121	99	102	108

Further records follow.
smiles	SN12C	ACHN	CAKI-1	UO-31	A498	TK-10	786-0	RXF 393
N#Cc1c(-c2cccs2)cc(-c2cnccn2)nc1SCc1ccccc1	76	97	58	67	46	81	93	70
COc1ccc(C/C(C)=C(\c2ccc(O)cc2)c2ccc(OCCN3CCCC3)cc2)cc1	100	97	97	86	92	121	100	136
O=C1C(Cl)=C(Nc2ccc(S(=O)(=O)N3CCOCC3)cc2)C(=O)c2ccccc21	78	59	79	53	69	105	71	56
O=C(O)CN1CCc2c(sc3ncnc(N4CCN(c5ccccc5)CC4)c23)C1	95	97	92	78	112	103	98	111
COc1cc(/C=C/C(=O)c2cc(-c3cc(OC)c(OC)c(OC)c3)ccc2O)cc(OC)c1OC	69	75	54	28	78	109	78	76
c1ccc2c(-c3nn4cc(-c5nccs5)nc4s3)c[nH]c2c1	100	84	84	77	111	176	108	106
S=C(N/N=C\c1ccc2c(c1)OCO2)N/N=C/c1ccc2c(c1)OCO2	91	86	78	50	nt	97	113	114
O=C1CCCc2c1oc1c2CCCC1	104	95	101	92	68	115	105	119

The final 2 entries of the part before come first, to join the parts:
smiles	SN12C	ACHN	CAKI-1	UO-31	A498	TK-10	786-0	RXF 393
S=C(N/N=C\c1ccc2c(c1)OCO2)N/N=C/c1ccc2c(c1)OCO2	91	86	78	50	nt	97	113	114
O=C1CCCc2c1oc1c2CCCC1	104	95	101	92	68	115	105	119
N#C/C(=C\c1cccc(F)c1)c1nc(N)nc(Nc2ccc(S(N)(=O)=O)cc2)n1	102	99	89	80	104	117	102	107
CCCCOP(=O)(OCCCC)C(C(=O)OCC)C(CC(=O)OCC)C(=O)OCC (configuration not stated)	100	93	98	92	98	nt	106	93
O=C1C(Cl)=C(Nc2ccccn2)C(=O)c2ccccc21	5.5*	17	53	13	100	nt	111	95
Cc1cc(C)c(O)c(C)c1O	104	106	85	93	100	104	103	113
Cc1cc(O)c(C(C)(C)C)cc1N=O	113	85	95	90	84	143	98	103
COc1cc(C(=O)NNC(=O)c2ccc(NC(=O)CO)cc2)cc(OC)c1OC	102	nt	nt	77	82	92	106	107
COC(=O)[C@]1(C(C)C)N[C@H](c2cn(-c3ccccc3)nc2-c2ccccc2)[C@@H]2C(=O)N(c3ccc(C)cc3)C(=O)[C@@H]21	107	103	101	80	116	107	103	115
CCCc1oc2ccccc2c(=O)c1C(=O)c1ccc(O)cc1	101	102	104	92	117	112	101	116

Copied from the list:
O=C1C(Cl)=C(Nc2ccccn2)C(=O)c2ccccc21 in UO-31 → 13
Cc1cc(O)c(C(C)(C)C)cc1N=O in SN12C → 113
Cc1cc(C)c(O)c(C)c1O in A498 → 100
COC(=O)[C@]1(C(C)C)N[C@H](c2cn(-c3ccccc3)nc2-c2ccccc2)[C@@H]2C(=O)N(c3ccc(C)cc3)C(=O)[C@@H]21 in UO-31 → 80

Further compounds:
smiles	SN12C	ACHN	CAKI-1	UO-31	A498	TK-10	786-0	RXF 393
c1csc(CCCN2CCCCC2)c1	105	102	89	93	nt	108	120	111
O=C(Nc1ccc(C2=NCCN2)cc1)c1ccc(Cl)c(C(=O)Nc2ccc(C3=NCCN3)cc2)c1	102	100	nt	99	nt	107	97	122
NS(=O)(=O)Oc1ccc(NC(=O)c2ccc3ccccc3c2)cc1	96	99	88	70	nt	102	101	112
COc1cc(NC(C)=O)c2ncccc2c1NC(C)=O	97	100	107	83	100	118	94	94
Cc1ccc(Cl)cc1Nc1nc(C(F)(F)F)ccc1C(=O)N/N=C/c1c(Cl)cccc1Cl	10.0*	0.1*	-12*	-23*	-13*	23	-33*	-54*
CCCCCCCCN(CCCCCCCC)CCCCCCCCCN1CCCc2cc(OC)ccc21	83	96	99	80	96	117	98	nt
CCOC(=O)CC1CSC(N/N=C/c2ccccc2)=N1 (configuration not stated)	110	110	nt	89	nt	96	104	120
Cc1nn(C2CC(O)C(O)C(CO)O2)c(=O)[nH]c1=O (configuration not stated)	103	97	105	76	116	102	101	119

Screening data deposited in PubChem BioAssay by NCI.
